HT1080-NT tox: kills 2HG-producing HT-1080-NT fibrosarcoma cells. AID 686970. Potency, µM (titrated, usually from 46.1 µM), without a hit: at the highest dose activity, negative = less viability, actives largely listed as cytotoxic. actives 1.6% (n = 360,000). HT-1080-NT fibrosarcoma viability, CellTiter-Glo ATP luminescence, 48 h;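 also: NT is the 2HG producing partner of a matched IDH1 knockdown line; 0% = DMSO-treated cells and -100% = media-only wells without cells; nearly all actives have a fitted effect of over 55% in size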
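750 cells/well, RPMI + 5% FBS; 2 h settle, compound pin-transfer, 48 h at 37 degrees C. CellTiter-Glo 10 min RT, luminescence. Normalized to DMSO and media-only wells.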
SW480 rereplic: induces DNA re-replication in SW480 colon adenocarcinoma cells. SW480 DNA re-replication, Hoechst DNA content imaging, 48 h. Potency, µM (titrated, usually from 46.1 µM), for inactives: at the highest dose re-replication activation, usual class: activators. actives 1.8% (n = 340,000); also: % of control where 0% means no effect; nearly all actives have a fitted effect of over 55% in size
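Cells (250 per well) received 23 nL compound or DMSO by pin tool and were kept 48 hr at 37 C, 5% CO2. Nuclei were then stained with Hoechst for 40 min and scanned for DNA content.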
TDP43 rescue: inhibitors of TDP-43 toxicity in yeast. actives 1.8% (n = 410,000). TDP-43 expressing yeast growth rescue, BacTiter-Glo, 24 h. Potency, µM (titrated, usually from 46.1 µM), without a hit: at the highest dose growth rescue (activation), hits mostly activators; also: % of control where 0% means no effect; nearly all actives have a fitted effect of over 50% in size
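Yeast expressing TDP-43 (pregrown in raffinose, seeded at OD600=0.02 in galactose medium) exposed to compounds 24 hr at 30 deg C. Growth read by BacTiter-Glo luminescence; rescue of toxicity appears as increased signal.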
GLP-1R agonist: activates the human GLP-1 receptor; HEK293 GLP-1R CRE-luciferase, luminescence, 4-6 h; cells express a hypersensitive GLP-1R form; P43220; actives 0.007% (n = 380,000); Potency, µM (doses to about 45.6 µM), without a hit: at the top dose activation, actives largely listed as activators; also: % of control where 0% means no effect
Target sequence (P43220 whole entry, looked up): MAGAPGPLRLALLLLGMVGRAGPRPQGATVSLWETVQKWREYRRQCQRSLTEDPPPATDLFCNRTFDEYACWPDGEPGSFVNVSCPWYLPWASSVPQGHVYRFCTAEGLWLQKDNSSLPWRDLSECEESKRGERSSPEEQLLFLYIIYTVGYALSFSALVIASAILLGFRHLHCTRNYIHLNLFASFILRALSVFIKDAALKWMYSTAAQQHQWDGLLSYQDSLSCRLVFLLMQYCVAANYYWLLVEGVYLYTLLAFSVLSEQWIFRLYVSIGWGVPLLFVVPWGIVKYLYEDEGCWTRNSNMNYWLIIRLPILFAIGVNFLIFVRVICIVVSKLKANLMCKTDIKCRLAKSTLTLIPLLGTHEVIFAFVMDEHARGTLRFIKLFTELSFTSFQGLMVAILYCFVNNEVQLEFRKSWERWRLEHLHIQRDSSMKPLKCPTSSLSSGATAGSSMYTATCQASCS
KB-3-1 tox: kills parental KB-3-1 adenocarcinoma cells | KB-3-1 viability, CellTiter-Glo ATP luminescence, 72 h | Potency, µM (series often up to 46.1 µM), for the others: at the top dose activity change, negative = cytotoxic, hits mostly cytotoxic | actives 1.4% (n = 400,000); also: % is scaled to controls: 0 for no effect and ±100 for the full control effect; nearly all actives have a fitted effect of over 60% in size
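72 h, 37 °C compound treatment of KB-3-1 parental cells; CellTiter-Glo added, 10 min, luminescence read. Data corrected against DMSO-only plates and normalized before curve fitting.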
GLP1R inv ag: GLP-1 receptor (human) inverse agonism | HEK293 GLP-1R CRE-luciferase, luminescence, 24 h; GLP-1R form is constitutively active | Potency, µM (highest dose often 38.3 µM), for inactives: top-dose activity change, negative = inhibition, usual class: inhibitors | actives 1.6% (n = 410,000) | AID 624417; also: % is scaled to controls: 0 for no effect and ±100 for the full control effect; nearly all actives have a fitted effect of over 55% in size
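Seeding at 200 cells/uL, 12 h culture, 24 hr compound treatment, then luciferase reagent and a luminescence read; cells are HEK293 stably expressing a constitutively active GLP-1R plus cAMP-responsive luciferase.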
KB-V1 cytotox: KB-V1 MDR subline cytotoxicity. KB-V1 MDR cells viability, CellTiter-Glo, 72 h. Potency, µM (highest dose often 46.1 µM), inactives show at the top dose activity change, negative = cytotoxicity, usual class: cytotoxic. actives 3.4% (n = 400,000). AID 1347076; also: % is scaled to controls: 0 for no effect and ±100 for the full control effect; nearly all actives have a fitted effect of over 60% in size
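Luminescent ATP read-out (CellTiter-Glo, 10 min) measures survival of drug-selected KB-V1 MDR cells after 72 h, 37 degrees C compound exposure. Medium: phenol-red-free DMEM, 10% FBS. Values from fitted concentration-response curves.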
HT1080 IDH1KD tx: toxicity to HT-1080 IDH1 knockdown cells (counter line); Potency, µM (doses to about 46.1 µM), for the others: at the highest dose activity, negative = toxicity, actives largely listed as cytotoxic; HT-1080 IDH1 knockdown viability, ATP luminescence, 48 h; actives 2% (n = 360,000); AID 686971;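 also: 0% = DMSO wells and -100% = cell-free medium wells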
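In this qHTS, HT-1080 cells depleted of IDH1 are exposed for 48 h at 37 °C to compound titrations. Toxicity is scored from CellTiter-Glo luminescence, with DMSO as full viability and medium alone as none.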
HEK293 tox: cytotoxic in the GLP-1 receptor inverse agonist counter-screen | HEK293 cAMP-luciferase reporter cells, luminescence, 24 h | Potency, µM (titrated, usually from 38.3 µM), for inactives: at the highest dose activity change, negative = inhibition, actives largely listed as inhibitors | actives 0.13% (n = 410,000);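 also: loss of luciferase light is scored as toxicity; % is scaled to controls: 0 for no effect and ±100 for the full control effect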
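Step one: seed cells (200 cells/uL, DMEM with 10% Nu serum, 1% pen-strep). Step two: 12-hour incubation at 37 deg C. Step three: pin 23 nL compound, incubate 24 hr. Step four: add luciferase reagent, read luminescence 12 min later.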
* marks the source's active call; other numbers are inactive results; u = inconclusive; x = no result given; & = joins results of further samples; [ ] = remark or other dose. Calls follow the shape of the dose curve; as a rule, active = well fitted curve in the direction sought with a large enough effect; inconclusive = small, poorly fitted or top-dose-only effect, or another doubt; inactive = no such curve, though single readings can be large; an effect the other way counts as inactive or inconclusive. Potency is read from the fitted curve at half-maximal effect. Hits appear at their usual frequency, and some 9.4% of all compounds hit somewhere here.

#1 Cc1ccccc1N1CCN(C2CCCN(C(=O)CCN3CCCCO3)C2)CC1 (stereo not drawn)
#2 COc1ccc(CC(=O)OCC(=O)c2ccc(S(=O)(=O)N3CCCCC3)cc2)cc1
#3 C/C(=N/NC(=O)c1cccs1)c1cccc(NC(=O)C2CC2)c1
#4 Cc1ccc(NC(=O)COC(=O)c2cccc(OC(F)F)c2)cc1S(=O)(=O)N1CCCCC1
#5 CCOC(=O)c1ccc(NC(=O)CSc2nc(SC)ns2)cc1
#6 Cc1cc(C(=O)N2CCN(c3ncccn3)CC2)c2cc(F)ccc2n1
#7 COc1cc(Cl)c(C)cc1NC(=O)c1cc(S(=O)(=O)N2CCCC2)ccc1F
#8 NNC(=O)c1ccc(COc2ccc3c(c2)CCC3)cc1
#9 CC(=O)Oc1ccc(OC(C)=O)c2c1C1C=CC2CC1
#10 CC(C)OC(=O)CSc1nc2ncccc2[nH]1
Screen / compound no.	1	2	3	4	5	6	7	8	9	10
SW480 rereplic	2%	-18%	0%	u	6%	u	x	14%	u	-5%
KB-V1 cytotox	-13%	18%	-17%	0%	-22%	u	-3%	-1%	u	20%
GLP-1R agonist	0%	0%	4%	1%	1%	-4%	x	-1%	-12%	2%
GLP1R inv ag	-16%	u	3%	u	u	-19%	13%	0%	33%[activator]	0%
HT1080-NT tox	5%	0%	-7%	0%[9.24 µM]	-9%	9%	x	-28%	-6%	-1%
KB-3-1 tox	-6%	5%	-3%	14%	3%	-6%	-2%	-28%	2%	0%
HT1080 IDH1KD tx	8%	0%	-6%	4%	-3%	6%	x	-14%	-39%	1%
HEK293 tox	5%	-34%	6%	1%	-10%	-15%	-3%	10%	67%[activator]	4%
TDP43 rescue	7%	12%	-14%	14%	27%	7%	6%	18%	-2%	5%

#11 NC(=O)COc1ccc2cc(-c3ccc(F)cc3)c(=O)oc2c1
#12 Cc1csc(NC(=O)CSc2nnc(-c3ccncc3)n2C)n1
#13 COc1ccc(OC)c(-n2c(C)cc(/C=C3\C(=N)N4N=C(CC(=O)N5CCOCC5)SC4=NC3=O)c2C)c1
#14 O=C(O)C(Cc1ccc(Cl)cc1)Sc1nc2ccccc2[nH]1 (stereo not drawn)
#15 CCOC(=O)N1CCC(NC(=O)CS(=O)(=O)Cc2nc(-c3ccccc3Cl)oc2C)CC1
#16 CC(NC(=O)c1ccc([N+](=O)[O-])o1)C1CC2CCC1C2 (stereo not drawn)
#17 COc1cccc(-c2nc(CSCC(=O)N3CCc4ccccc43)c(C)o2)c1
#18 O=C(Cn1cc(CCO)nn1)N1CCNCC1
#19 O=C(NN1C(=O)/C(=C/c2ccc(O)c([N+](=O)[O-])c2)SC1=S)c1ccccc1Cl
#20 O=C(Nc1cccnc1)C1Cc2c(-c3cccc(F)c3)ccnc2O1 (stereo not drawn)
Screen / compound no.	11	12	13	14	15	16	17	18	19	20
SW480 rereplic	12%	-5%	19%	-1%	2%	10µM*	0%	-4%	u	x
KB-V1 cytotox	u	6%	6%	-2%	u	u	10µM*	-10%	-17%	-30%
GLP-1R agonist	11%	-3%	-5%	-1%	12%	4%	12%	-2%	1%	16%
GLP1R inv ag	1%	6%	5%	-17%	-23%	u	7%	10%	-11%	-65%
HT1080-NT tox	1%	-14%	-25%	0%	6%	u	0%	6%	-14%	7%
KB-3-1 tox	0%	0%	4%	-6%	-7%	u	u	6%	-18%	0%
HT1080 IDH1KD tx	3%	24%	u	5%	-3%	u	12%	4%	-27%	2%
HEK293 tox	-8%	-7%	-15%	11%	-1%	-16%	4%	u	u	-13%
TDP43 rescue	8%	-28%	-3%	1%	-7%	u	u	6%	-7%	4%

#21 O=C(CS(=O)(=O)c1cccc2nsnc12)N1CCN(c2cccc(C(F)(F)F)c2)CC1
#22 C=CCN=C(NC#N)SCC(=O)c1cccc(OC)c1
#23 O=C(Nc1cccc(C(F)(F)F)c1)Nc1nnc(N2CCCCC2)s1
#24 Cc1cc(NC(=O)CSc2nc(N)c(NC(=O)c3ccccc3F)c(=O)[nH]2)no1
#25 Cc1ccc(NC(=O)CSc2nc(=O)cc(N)n2-c2ccccc2)cc1
#26 COc1cc(/C=C2\C(=N)N3N=CSC3=NC2=O)cc(Br)c1OC(=O)c1ccco1
#27 CN1N=C(/C=C/c2ccccc2)CCC1=O
#28 O=c1c(S(=O)(=O)c2ccccc2)cn(Cc2ccc(F)cc2)c2cc(N3CCCCC3)c(F)cc12
#29 Cc1c(Cl)c([N+](=O)[O-])nn1CCCC(=O)Nc1cccnc1
#30 CC1CCCC(C)N1C(=O)COC(=O)C1CCN(S(=O)(=O)c2ccc3c(c2)OCCO3)CC1 (stereo not drawn)
Screen / compound no.	21	22	23	24	25	26	27	28	29	30
SW480 rereplic	x	u	x	-22%	-1%[9.22 µM]	-183%[inhibitor]	5%	x	1%	-532%[inhibitor]
KB-V1 cytotox	u	u	14%	3%	10%&7%	3%	-21%	5%	u	1%
GLP-1R agonist	-8%	-17%	x	3%	-1%	-3%	13%	x	-6%	9%
GLP1R inv ag	u	0%	12%	1%	1%&-26%	-13%	3%	7%	15%	u
HT1080-NT tox	x	-22%	x	4%	-2%	4%	-25%	x	0%	7%
KB-3-1 tox	-24%	-5%	2%	0%	4%&2%	1%	-4%	-5%	7%	u
HT1080 IDH1KD tx	x	u	x	-8%	0%	10%	-4%	x	-3%	5%
HEK293 tox	-13%	-18%	0%	5%	0%&-20%	348%[activator]	-4%	-14%	7%	4%
TDP43 rescue	20µM*	-5%	0%[9.22 µM]	-17%	6%&2%	-6%	-13%	24%	-9%	-17%

SW480 rereplic: hit marks shown above.
No.	Structure	SW480 rereplic	GLP-1R agonist
16	CC(NC(=O)c1ccc([N+](=O)[O-])o1)C1CC2CCC1C2 (stereo not drawn)	10µM*	4%

Fetched one by one from the list above (4):
#27 CN1N=C(/C=C/c2ccccc2)CCC1=O
#23 O=C(Nc1cccc(C(F)(F)F)c1)Nc1nnc(N2CCCCC2)s1
#24 Cc1cc(NC(=O)CSc2nc(N)c(NC(=O)c3ccccc3F)c(=O)[nH]2)no1
#29 Cc1c(Cl)c([N+](=O)[O-])nn1CCCC(=O)Nc1cccnc1
Screen / compound no.	27	23	24	29
SW480 rereplic	5%	x	-22%	1%
KB-V1 cytotox	-21%	14%	3%	u
GLP-1R agonist	13%	x	3%	-6%
GLP1R inv ag	3%	12%	1%	15%
HT1080-NT tox	-25%	x	4%	0%
KB-3-1 tox	-4%	2%	0%	7%
HT1080 IDH1KD tx	-4%	x	-8%	-3%
HEK293 tox	-4%	0%	5%	7%
TDP43 rescue	-13%	0%[9.22 µM]	-17%	-9%

Continuation.
#31 O=C1Cn2c(nc3ccccc32)-c2ccccc2N1
#32 Cc1ccc(CNC(=O)CO/N=C/c2ccc(C(C)(C)C)cc2)cc1
#33 CCOc1ccccc1N(CC(=O)Nc1cc(OC)ccc1OC)S(=O)(=O)c1ccccc1
#34 Cc1c(C(=O)O)[nH]c2c1C(=O)CC(c1ccc(C(C)(C)C)cc1)C2 (stereo not drawn)
#35 O=C(NCCc1ccc2c(c1)OCCO2)c1cc(S(=O)(=O)N2CCCC2)ccc1Cl
#36 CC(C)CCNC(=O)CN(C(=O)CCC(=O)Nc1ccccn1)c1ccc2c(c1)OCO2
#37 C/C(=C1/SC(N2CCCC2)=NC1=O)c1ccc(Br)cc1
#38 C/C=C/c1ccc(OCC(=O)NNC(=O)CN(C)S(=O)(=O)c2ccc(C)cc2)c(OC)c1
#39 CCCCN1CC(COCc2ccccc2)Oc2cc(Br)ccc2S1(=O)=O (stereo not drawn)
#40 NS(=O)(=O)c1ccc(CCNc2ccccc2[N+](=O)[O-])cc1
Screen / compound no.	31	32	33	34	35	36	37	38	39	40
SW480 rereplic	-3%	11%	-31%[inhibitor]	-5%	4%	-4%	2%	-2%	-13%	-34%
KB-V1 cytotox	0%	-5%	-8%	7%	u	0%	u	-8%	0%	-4%
GLP-1R agonist	8%	-3%	-4%	0%	13%	-4%	11%	0%	4%	30%
GLP1R inv ag	12%	u	-25%	9%	u	24%	21%	-25%	u	54%[activator]
HT1080-NT tox	-23%	-4%	-4%	17%	10%	11%	u	-2%	2%	-7%
KB-3-1 tox	14%	-6%	u	-5%	-15%	0%	u	-2%	0%	-17%
HT1080 IDH1KD tx	11%[9.24 µM]	-8%	-9%	16%	-1%	11%	u	-7%	3%	-9%
HEK293 tox	2%	-21%	-4%	-1%	11%	-2%	-24%	6%	2%	-23%
TDP43 rescue	-12%	-29%	10%	6%	-12%	-38%[inhibitor]	6%	0%	19%	-4%

#41 O=C(Nc1ccccc1)c1cccc(S(=O)(=O)Oc2ccc([N+](=O)[O-])cc2)c1
#42 Cc1cc(C)c2nncn2n1
#43 CC(=O)NCCC(Cc1ccccc1)c1ccco1 (stereo not drawn)
#44 Cc1ccc(NC(=O)C2CCN(S(=O)(=O)c3cnc[nH]3)CC2)cc1C
#45 CCCNC(=O)COC(=O)/C(C#N)=C/c1cc(C)n(CCC)c1C
#46 CC(=O)Nc1cccc(NC(=O)CSc2ccc(C(F)(F)F)cc2[N+](=O)[O-])c1
Screen / compound no.	41	42	43	44	45	46
SW480 rereplic	-3%	u	-2%	0%	-4%	-2%
KB-V1 cytotox	-28%	0%	-17%	22%	u	13%
GLP-1R agonist	11%	8%	-27%	-5%	2%	0%
GLP1R inv ag	u	17%	5%	10%	23%	-7%
HT1080-NT tox	-17%	9%	15%	4%	24%	6%
KB-3-1 tox	2%	-3%	-3%	0%	-1%	2%
HT1080 IDH1KD tx	-15%	1%	7%	4%	18%	3%
HEK293 tox	0%	-1%	25%	-12%	19%	-20%
TDP43 rescue	u	-9%	14%	8%	0%	7%
